IDH1 R132H inh = human IDH1 R132H inhibition | O75874 | IDH1-R132H enzyme, NADPH consumption, diaphorase/resazurin fluorescence | Potency, µM (highest dose often 76.6 µM), for the others: top-dose activity change, negative = inhibition, actives largely listed as inhibitors | hit rate 0.093% among 390,000; note: potency is the fitted concentration of half-maximal effect; % is set by controls: 0 for no effect and ±100 for the full control effect; nearly all actives have a fitted effect of over 65% in size
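IDH1-R132H (0.5 ug/mL dispensed) in pH 7.5 Tris buffer was preincubated 30 min with compound, then given a substrate mix of 0.016 mM NADPH and 2 mM alpha-KG for 80 min at room temperature; remaining NADPH was read by diaphorase/resazurin fluorescence.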
HP1b chromo inh = HP1-beta chromodomain-methylated histone interaction inhibition; P83916; AlphaScreen HP1-beta / biotin-H3K9me3 peptide binding; Potency, µM (series often up to 114 µM), for the others: top-dose activity change, negative = inhibition, actives largely listed as inhibitors; hit rate 0.56% among 390,000; AID 540317; note: potency is the fitted concentration of half-maximal effect; nearly all actives have a fitted effect of over 70% in size; inactives centre near 23
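AlphaScreen: HP1-beta (50 nM) preformed 30 min with biotin-H3(1-18)K9me3 peptide (50 nM) in PBS pH 7.4, 0.01% Tween-20. Compound added for 30 min at RT, then streptavidin donor/nickel chelate acceptor beads (10 ug/mL) for 30 min.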
Tb PGK inh = T. brucei PGK inhibition; P07378; PGK/GAPDH coupled, Kinase-Glo luminescence, 60 min; Potency, µM (doses to about 57.5 µM), for inactives: at the top dose activity change, negative = inhibition, hits mostly inhibitors; hit rate 0.043% among 380,000; AID 602233; note: potency is the fitted concentration of half-maximal effect; % is set by controls: 0 for no effect and ±100 for the full control effect; nearly all actives have a fitted effect of over 60% in size
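Recombinant glycosomal PGK reaction used 1,3-bisphosphoglycerate generated in-well by GAPDH (100nM final) in 100mM TEA pH 7.6, 5mM MgCl2, 0.01% Tween-20. After 60 minutes at room temperature, ATP was read by Kinase-Glo Plus luminescence end-point.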
PI4K2A inh = blocks human PI4K2A kinase activity; activity change, negative = inhibition, % at 76.9 µM; purified PI4K2A, ADP-Glo luminescence, 1 h; stronger effect = lower value; hit rate 0.13% among 420,000; Q9BTU6; in the data active = activity change below about -50%; inconclusive = mostly about -30% to -49%;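 note: -100% = wells without enzyme as full effect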
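ADP-Glo luminescence measured ADP generated by PI4K2A enzyme (4 ug/mL before mixing) with 1.2 mM PI substrate (pre-mix) and 300 microM ATP (pre-mix). Tris pH7.5 buffer with MgCl2, Triton X-100; 1 h reaction at ambient temperature.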
TrxR1 substrate = is turned over as a substrate by rat TrxR1; purified TrxR1 substrate turnover, NADPH consumption readout; O89049; hit rate 0.01% among 390,000; AID 588456; Potency, µM (titrated, usually from 114 µM), for the others: at the highest dose activity change, negative = substrate turnover; note: potency is the fitted concentration of half-maximal effect; % is set by controls: 0 for no effect and ±100 for the full control effect; nearly all actives have a fitted effect of over 50% in size
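Rat TrxR1, dispensed at 90 nM, was prereduced with 400 uM NADPH (final) for 5 min at ~22 deg C, then incubated with compound 15 min before 400 uM selenite. A first-read NADPH fluorescence drop versus no-compound background flagged substrates.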
USP1 inh = inhibitors of human USP1/UAF1 deubiquitinase; Potency, µM (titrated, usually from 57.1 µM), for inactives: top-dose activity change, negative = inhibition, most hits filed as inhibitors; hit rate 0.23% among 390,000; recombinant USP1/UAF1, Ub-Rhodamine cleavage fluorescence; AID 743255; note: potency is the fitted concentration of half-maximal effect; % is set by controls: 0 for no effect and ±100 for the full control effect; nearly all actives have a fitted effect of over 60% in size; inactives centre near -12
Target sequence (O94782 whole entry, looked up): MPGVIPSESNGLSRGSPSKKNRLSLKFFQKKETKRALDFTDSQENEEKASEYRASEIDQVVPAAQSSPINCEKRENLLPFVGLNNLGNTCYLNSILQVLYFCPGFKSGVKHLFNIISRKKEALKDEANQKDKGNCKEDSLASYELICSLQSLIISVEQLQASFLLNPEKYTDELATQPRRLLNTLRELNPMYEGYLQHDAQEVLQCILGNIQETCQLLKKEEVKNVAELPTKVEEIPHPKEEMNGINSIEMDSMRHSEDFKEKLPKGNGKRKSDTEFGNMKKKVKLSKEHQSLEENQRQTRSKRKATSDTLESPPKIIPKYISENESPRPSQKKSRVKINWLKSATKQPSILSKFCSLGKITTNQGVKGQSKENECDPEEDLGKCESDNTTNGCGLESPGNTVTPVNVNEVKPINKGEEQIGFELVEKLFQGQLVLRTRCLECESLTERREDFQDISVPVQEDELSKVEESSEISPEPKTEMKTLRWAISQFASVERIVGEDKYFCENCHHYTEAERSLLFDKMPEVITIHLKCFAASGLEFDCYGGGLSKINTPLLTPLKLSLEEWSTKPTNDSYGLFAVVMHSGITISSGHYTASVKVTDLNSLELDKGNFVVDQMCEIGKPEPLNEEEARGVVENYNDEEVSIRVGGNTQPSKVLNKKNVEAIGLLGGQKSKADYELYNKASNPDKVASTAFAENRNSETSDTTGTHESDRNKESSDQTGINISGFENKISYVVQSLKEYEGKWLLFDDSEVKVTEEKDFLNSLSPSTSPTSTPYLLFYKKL
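USP1/UAF1 complex at 1 nM was preincubated with compound for 15 min at room temperature, then Ub-Rho substrate (150nM final) was added. Fluorescence (480/540 nm) was read kinetically, 6 reads every 60 seconds.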
rTrxR1 inhibitor = inhibitors of rat thioredoxin reductase 1 | O89049 | recombinant rTrxR1, NADPH fluorescence consumption, selenite substrate | Potency, µM (series often up to 114 µM), for the others: at the highest dose activity change, negative = inhibition, most hits filed as inhibitors | hit rate 1% among 390,000 | AID 588453; note: potency is the fitted concentration of half-maximal effect; % is set by controls: 0 for no effect and ±100 for the full control effect; nearly all actives have a fitted effect of over 65% in size
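Rat TrxR1 (90 nM in the dispensed reagent) was pre-reduced with 400 uM NADPH for 5 min at room temperature, then incubated with compound for 15 min. After 400 uM selenite was added, NADPH fluorescence (Ex 340/Em 450 nm) was followed for 8 min.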
GLS inhibitor = blocks human kidney-isoform glutaminase activity; O94925; hit rate 0.21% among 410,000; GLS enzymatic activity, qHTS titration; Potency, µM (series often up to 45.5 µM), for the others: top-dose activity change, negative = inhibition, actives largely listed as inhibitors; note: potency is the fitted concentration of half-maximal effect; % is set by controls: 0 for no effect and ±100 for the full control effect
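hKGA in 45 mM KH2PO4 pH 8.2, 0.02% Tween-20 with pin-transferred compounds; 1 mM L-glutamine (stock) plus glutamate oxidase/HRP/Amplex Red coupling added. Fluorescence read initially and after 30 min at RT.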
Pin1 inhibitor = blocks the human prolyl isomerase Pin1. Potency, µM (highest dose often 115 µM), inactives show at the top dose activity, negative = inhibition, usual class: inhibitors. Pin1 FP peptide displacement, HiFluor488, 10 min. hit rate 0.009% among 390,000; active = well fitted inhibition curve with a large enough effect in the polarisation, with a control signal flat, not every such curve was filed as active; inconclusive = small, poorly fitted or top-dose-only effect, or effect the other way, or a change in a side signal; inactive = no such curve, though single readings can be large or run the other way; the % refers to the polarisation; note: potency is the fitted concentration of half-maximal effect; % is set by controls: 0 for no effect and ±100 for the full control effect
Target sequence (Q13526 whole entry, looked up): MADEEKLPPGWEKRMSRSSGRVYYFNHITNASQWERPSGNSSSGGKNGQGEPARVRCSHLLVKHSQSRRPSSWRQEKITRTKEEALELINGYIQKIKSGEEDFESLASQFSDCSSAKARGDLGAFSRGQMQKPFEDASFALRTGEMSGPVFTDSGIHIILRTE
* marks the source's active call; other numbers are inactive results; i = inactive; ? = inconclusive; · = not tested or not shown; & = joins results of further samples; [ ] = remark or other dose. Unless noted, calls come from the whole dose curve; as a rule, active = well fitted curve in the direction sought with a large enough effect; inconclusive = small, poorly fitted or top-dose-only effect, or another doubt; inactive = no such curve, though single readings can be large; an effect the other way counts as inactive or inconclusive.

mol | IDH1 R132H inh | HP1b chromo inh | Tb PGK inh | PI4K2A inh | TrxR1 substrate | USP1 inh | rTrxR1 inhibitor | GLS inhibitor | Pin1 inhibitor
COc1ccc2ccccc2c1CNC(=O)CC1C(=O)NCCN1CC(C)C (centres undefined) | 3% | 16%[57 µM] | i | 3 | 2% | -13% | 0% | 1% | 20%
NC(=O)CC(NC(=O)Cc1ccc(Br)cc1)c1ccc(NCCN2CCCC2)c([N+](=O)[O-])c1 (centres undefined) | 15% | 34% | -6% | -2 | 4% | -15% | 10% | 8% | -6%
CCOC(=O)C1=C(C)NC(C)=C(C(=O)OCC)C1C(=O)OC1CCOC1=O (centres undefined) | -8%&0% | 27%&23% | -3%&3% | -3&-10 | 4%&22% | -5%&-10% | -19%&13% | 8%&38% | 0%&-3%
O=C(NCc1noc2ccccc12)N1CCN(c2ccccc2)CC1 | -7% | 37% | 0% | -4 | 5% | -8% | 10% | 22% | -2%
CCCCC(=O)Oc1c(S(=O)(=O)c2ccc(C)cc2)c(C)nn1C(C)(C)C | 0% | 55%[activator] | -2% | 1 | -8% | -22% | 12% | -1% | -3%
COc1cccc(Nc2nnc(SCC(=O)N(CC(C)C)CC(C)C)s2)c1 | 2% | 7% | 0% | 4 | -2%[57.1 µM] | -6% | 6%[57.1 µM] | 13% | 23%
Cc1ccc(S(=O)(=O)N2CCCCC2CCNC(=O)C(=O)NCc2ccco2)cc1 (centres undefined) | 0% | 3% | i | -1 | 2%[57.1 µM] | -10% | 7%[57.1 µM] | -12% | -3%
CCOc1ccc(C(=O)Nc2nc3ccccc3[nH]2)cc1OCC | -8% | 1% | -1% | 0 | -1%[57.1 µM] | -10% | 15%[57.1 µM] | 4% | -2%
CSc1ccccc1C(=O)Nc1nc2ccccc2c(=O)[nH]1 | 0% | -3% | 7% | -1 | -3% | -7% | 3% | 7% | -2%
COc1ccc(CC(=O)N2CC(=O)N(CCc3ccccc3)C(=O)C2)cc1 | 11% | 45%[activator] | 0% | -3 | -9%[57.1 µM] | -18% | 1%[57.1 µM] | -3% | -3%
COC(=O)Cc1ccc(NC(=S)NCc2ccc(OC)cc2)cc1 | -9% | 10% | i | -11 | -1%[57.1 µM] | -7% | 5%[57.1 µM] | -6% | -1%
CSc1ccc(CCNC(=O)CCc2c(C)nc3c4cccnc4nn3c2C)cc1 | -3% | 29% | 5% | -2 | 10% | -24% | -2% | 2% | 2%
CCN1C/C(=C\c2cc(OC)c(OC)c(OC)c2)C2=NN(c3ccccc3)C(c3cc(OC)c(OC)c(OC)c3)C2C1 (centres undefined) | 3% | 31% | -7% | -3 | 25%[11.4 µM] | -4% | 2%[11.4 µM] | -2% | -2%
Nc1c(C(=O)O)sc2nc(-c3ccc(F)cc3)cc(-c3ccccc3)c12 | -2% | 59%[activator] | i | -3 | -1% | -22% | -15% | 22% | 34%[activator]
COc1ccc(Cn2c(=S)[nH]c3cc(C(=O)N4CCCCC4)ccc3c2=O)cc1 | -4% | 9% | 1% | 5 | -4% | -18% | -3%[57.1 µM] | -3% | 1%
Cn1cc(C(=O)N/N=C/c2ccc(Br)c([N+](=O)[O-])c2)c2ccccc21 | 7% | 16% | -9% | -3 | -5%[57.1 µM] | -5% | 5%[57.1 µM] | 3% | 1%
CC1=C(C(=O)Nc2ccccc2)C(c2ccc(C)o2)n2ncnc2N1 (centres undefined) | 10% | 22% | i | 6 | 0% | -7% | -11% | 1% | -9%
CCCCN(C(=O)CSc1nnc(-c2ccccc2OC)n1C)c1c(N)n(Cc2ccccc2)c(=O)[nH]c1=O | 3% | 66%[activator] | · | -6 | 10% | -15% | 34% | 0% | -7%
O=c1cc(-c2ccccc2)[nH]n1-c1ccccc1 | 0% | -6% | -3% | -8 | 7% | -32% | 6% | -10% | 5%
COc1ccc(N2CCN(C(=O)c3ccc(NC(=O)C4=CSCCO4)cc3)CC2)cc1 | 0% | 25% | i | 1 | -4% | -11% | 19% | 24% | 3%
Cc1ccc2cccc(S(=O)(=O)N3CCCc4ccccc43)c2n1 | 8% | 41%[activator] | -1% | -9 | -2% | -31% | 11% | -2% | 4%
Cc1ccc(C)c(NC(=O)CSc2ccc(-c3ccco3)nn2)c1 | 3% | 32% | -3% | -1 | 6%[57.1 µM] | 2% | ? | 11% | 16%
O=c1cc(-c2ccccc2)ss1 | 20% | ? | 2% | 6 | -1% | -7% | -15% | ? | 0%
O=C(Cn1ccc2ccccc2c1=O)Nc1ccc2c(c1)OCO2 | 0% | 26% | i | -4 | -1% | -13% | -16% | -8% | ?
CCOc1ccc(-c2nnc3ccc(SCC(=O)Nc4nc5ccc(C)cc5s4)nn23)cc1 | 5% | 52%[activator] | -3% | 3 | 61%[activator] | -14% | 38%[activator] | -10% | 20%
CC(C)N1CCN(Cc2cccn2-c2nccs2)CC1CCO (centres undefined) | -2% | 25% | 5% | 0 | 10% | -16% | 12%[57.1 µM] | 1% | 0%
COc1ccc(-c2cc(C(F)(F)F)n3nc(C(=O)O)c(Cl)c3n2)cc1OC | 1% | 15% | -8% | -2 | ? | -27% | ? | 1% | 4%
CC1Cc2ccccc2N1C(=O)COC(=O)c1ccc([N+](=O)[O-])o1 (centres undefined) | 9% | 12% | 0% | -1 | -5% | ? | ? | 0% | -5%
CC(C)c1ccc(NS(=O)(=O)c2ccc3[nH]cc(C(=O)NC4CCCCC4)c(=O)c3c2)cc1 | 3% | 11% | -10% | 0 | -19% | -26% | -17% | -2% | ?
COc1ccccc1NC(=S)NNC(=O)c1cc(C)n(C)n1 | -1% | 35%[activator] | -7% | -5 | 3% | -19% | -7% | 32%[activator] | 1%
CCOC(=O)C1=C(COC(=O)c2ccc(Cl)c(S(=O)(=O)N3CCOCC3)c2)NC(=O)NC1C (centres undefined) | 0% | 20% | 2% | 3 | -8% | -4% | 1% | 2% | -4%
O=C(NCCN1CCCC(O)C1)c1cc(COc2c(F)cccc2F)on1 (centres undefined) | -13% | 21% | 2% | -4 | -4% | -9% | 7% | -5% | 1%
CCN(CC)CCC(c1ccc(N(C)C)cc1)c1c(OC)cc(OC)c2ccc(=O)oc12 (centres undefined) | -5% | -27% | -2% | -1 | 2% | -17% | -4% | 23% | -1%
COC(=O)c1nc2n(n1)C(c1ccc([N+](=O)[O-])cc1)C(C(=O)Nc1ccc(Cl)cc1)=C(C)N2 (centres undefined) | -5% | 32% | 3% | -2 | -2% | -16% | -1% | -7% | 0%
CC(C)OP(=O)(OC(C)C)C(NC(=O)c1ccccc1Br)C(N)=O (centres undefined) | 0% | 19% | -5% | 3 | 4% | -14% | -2% | -2% | -3%
Cc1cccc(C)c1-n1c(SCC(=O)NCc2ccco2)nc2ccccc2c1=O | -3% | 20% | 3% | -7 | 4%[57.1 µM] | -19% | 6%[57.1 µM] | 4% | 1%
C/C=C/c1ccc(OCCCCn2cncn2)c(OC)c1 | 7% | -59% | 6% | 10 | 1% | -1% | 2% | 20% | 9%
COc1cccc(NC(=O)C2CCN(Cc3cnn(-c4ccccc4)c3-n3cccc3)CC2)c1 | 1% | 4% | -3% | -1 | -11% | -19% | -9% | -6% | 3%
COc1ccc2c(c1)-c1ccccc1S(=O)(=O)N2C(C)=O | 5% | 55%[activator] | -6% | 13 | 37%[activator][57.1 µM] | -10% | ? | 15% | 0%
CCN1CCN(Cc2ccc(NC(=O)Nc3ccccc3OC)cc2)CC1 | -2% | 30% | -3% | 1 | -2% | -8% | 15% | 2% | ·
O=C(NCc1ccncc1)C(=O)NCC1OCCN1S(=O)(=O)c1ccc(Cl)cc1 (centres undefined) | -1% | 21% | 8% | 1 | -7% | -2% | -16% | 16% | 0%
C=CCNC(=S)Nc1cc(C)ccn1 | 2% | 30% | -1% | -1 | -4%[57.1 µM] | -4% | 15%[57.1 µM] | -5% | 3%
Cc1occc1-c1nnc(SCC(=O)Nc2nc(C(C)(C)C)cs2)o1 | 2% | 4% | -1% | 8 | 1% | -11% | 15% | -10% | -1%
CCC(=O)N1CCN(c2ccc(Cl)cc2NC(=O)c2ccc3c(c2)OCCO3)CC1 | 4% | 34% | -6% | 0 | 10% | -15% | 23% | -1% | 10%

Just USP1 inh, PI4K2A inh and GLS inhibitor, for three of the compounds above:
Compound | USP1 inh | PI4K2A inh | GLS inhibitor
O=C(NCc1ccncc1)C(=O)NCC1OCCN1S(=O)(=O)c1ccc(Cl)cc1 (centres undefined) | -2% | 1 | 16%
C=CCNC(=S)Nc1cc(C)ccn1 | -4% | -1 | -5%
Cc1occc1-c1nnc(SCC(=O)Nc2nc(C(C)(C)C)cs2)o1 | -11% | 8 | -10%

Bioassay records as filed in PubChem BioAssay.

A portion of the library. The share of hits here may be higher or lower than overall.
